High-throughput results from PubChem.
GDH-TPI inh – GDH-TPI coupling enzyme inhibitors, primary screen, artefact control for M. tuberculosis FBA inhibitor project, biochemical, absorbance, full deck. GDH-TPI coupled enzyme counterscreen, NADH absorbance. inhibition, % at 4.8 µM. 360,000 compounds, 1.2% hits. AID 588335, 2011; in the data active = inhibition above about 30%;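 also: 0% = DMSO wells and 100% = wells lacking the enzyme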
PrPC surface inh – inhibitors of human cell surface prion protein PrPC, primary screen, cell-based, TR-FRET | inhibition, % at 13.8 µM | 370,000 compounds, 0.43% hits | Major prion protein (Homo sapiens), P04156 | TR-FRET read-out; in the data active = inhibition above about 24%; also: 0% = median of the test wells and 100% = reference compound wells
Rv3671c protease – Rv3671c serine protease inhibitors, primary screen, biochemical, fluorescence polarization, M. tuberculosis H37Rv; inhibition, % at 5.96 µM; 320,000 compounds, 0.048% hits; AID 2606, 2010; in the data active = inhibition above about 38%;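 also: extracellular domain of Rv3671c used as enzyme; 0% = enzyme with DMSO and 100% = no enzyme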
Target sequence (P9WHR9 whole entry, looked up, the tested form may be a part): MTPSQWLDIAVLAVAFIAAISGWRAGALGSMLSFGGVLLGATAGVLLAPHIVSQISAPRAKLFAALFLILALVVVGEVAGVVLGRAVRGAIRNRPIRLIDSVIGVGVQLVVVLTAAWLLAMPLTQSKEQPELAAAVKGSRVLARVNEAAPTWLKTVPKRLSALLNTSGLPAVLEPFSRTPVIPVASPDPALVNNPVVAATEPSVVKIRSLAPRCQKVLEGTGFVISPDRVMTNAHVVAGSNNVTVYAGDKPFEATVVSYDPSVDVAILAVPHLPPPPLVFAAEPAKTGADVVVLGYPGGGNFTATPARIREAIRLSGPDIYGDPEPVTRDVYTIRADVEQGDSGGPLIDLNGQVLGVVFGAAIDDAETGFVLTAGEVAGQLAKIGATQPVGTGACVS
BoNT F protease – BoNT/F light chain protease inhibitors, primary screen, biochemical, flow cytometry, MLPCN library. Multiplex microsphere protease cleavage assay. inhibition, % at 10 µM. 360,000 compounds, 0.22% hits; in the data active = inhibition above about 35%, passing the limit was not always enough; inconclusive = no clear call, values can overlap the other calls; also: plate controls were buffer without enzyme for full effect and enzyme alone for no effect
UGM FP inh – M. tuberculosis UGM enzyme inhibitors, primary screen, biochemical, fluorescence polarization, single point; UDP-galactopyranose mutase (Mycobacterium tuberculosis (strain ATCC 25618 / H37Rv)), …; purified UGM, fluorescence polarization probe displacement; inhibition, % at 10 µM; 320,000 compounds, 0.06% hits; AID 504406, 2011; in the data active = inhibition above about 10%, passing the limit was not always enough; inconclusive = no clear call, values can overlap the other calls
Mtb BioA inh – M. tuberculosis BioA enzyme inhibitors, primary screen, biochemical, plate reader, single point, HTS | AID 602481, 2012 | 7,8-diaminopelargonic acid synthase BioA (Mycobacterium tuberculosis) | purified M. tuberculosis BioA enzyme | inhibition, % at 9.99 µM | 360,000 compounds, 0.096% hits; in the data active = inhibition above about 40%; inconclusive = no clear call, values can overlap the other calls
FadD28 binding – inhibitors of FadD28 bisubstrate probe binding, primary screen, biochemical, fluorescence polarization, single point | Mycobacterium tuberculosis FadD28 fatty-acid-AMP ligase | inhibition, % at 12.5 µM | 360,000 compounds, 0.22% hits | AID 588549, 2011; in the data active = inhibition above about 8.5%, passing the limit was not always enough; inconclusive = no clear call, values can overlap the other calls
MazF activator – activators of E. coli MazEF toxin-antitoxin RNase, primary screen, biochemical, fluorescence, uHTS | FAM/BHQ RNA-DNA oligo cleavage fluorescence, 5 h | AID 504720, 2011 | activation, % at 20 µM | 350,000 compounds, 0.32% hits; in the data active = activation above about 50%
Target sequence (P0AE70 whole entry, looked up): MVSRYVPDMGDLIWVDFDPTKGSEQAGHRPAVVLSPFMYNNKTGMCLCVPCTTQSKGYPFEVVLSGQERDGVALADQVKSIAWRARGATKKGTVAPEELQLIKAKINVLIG
FBA Mtb inh – Mtb FBA enzyme inhibitors, primary screen, biochemical, fluorescence, strain H37Rv | 360,000 compounds, 2.3% hits | Fructose-bisphosphate aldolase (Mycobacterium tuberculosis (strain ATCC 25618 / H37Rv)), … | inhibition, % at 1 µM | purified M. tuberculosis FBA, fluorescence read-out | AID 588726, 2011; in the data active = inhibition above about 27%;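 also: 0% = vehicle and 100% = reference inhibitor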
Target sequence (P9WQA3 whole entry, looked up): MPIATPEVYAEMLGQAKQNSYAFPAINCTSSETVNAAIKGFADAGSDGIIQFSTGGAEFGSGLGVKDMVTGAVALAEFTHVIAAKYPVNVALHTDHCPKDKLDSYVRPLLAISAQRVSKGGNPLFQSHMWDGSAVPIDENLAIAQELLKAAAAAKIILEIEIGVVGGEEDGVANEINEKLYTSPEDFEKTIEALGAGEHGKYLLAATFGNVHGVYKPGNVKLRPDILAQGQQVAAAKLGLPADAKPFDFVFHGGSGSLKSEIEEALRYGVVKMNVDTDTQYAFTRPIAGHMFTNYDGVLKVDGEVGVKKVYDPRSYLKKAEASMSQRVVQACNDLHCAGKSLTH
Numbers without * were called inactive; ? = inconclusive; nt = no result given.

Codes: A = GDH-TPI inh; B = PrPC surface inh; C = Rv3671c protease; D = BoNT F protease; E = UGM FP inh; F = Mtb BioA inh; G = FadD28 binding; H = MazF activator; I = FBA Mtb inh
#1 COc1ccccc1Cn1c(=S)[nH]c2cc(C(=O)N3CCN(C)CC3)ccc2c1=O
  A = 9 | B = nt | C = 2 | D = 2 | E = -1.9 | F = 0.2 | G = 0.1 | H = 9 | I = 5

#2 CC(C)c1ccc(CN(C(=O)c2ccco2)C2CCS(=O)(=O)C2)cc1 (stereo not given)
  A = -2 | B = -2 | C = 6 | D = -3 | E = -2.3 | F = 1.5 | G = -3.0 | H = -2 | I = -6

#3 CCc1nc2ccc(C(=O)Nc3cccc(NS(C)(=O)=O)c3)cn2c1N(C)CCCc1ccccc1
  A = 4 | B = -2 | C = nt | D = 2 | E = nt | F = -1.5 | G = -4.4 | H = nt | I = -4

#4 COc1ccc(CNC(=O)COc2ccc(C)nc2[N+](=O)[O-])cc1
  A = 7 | B = -13 | C = 5 | D = 4 | E = -0.3 | F = nt | G = 2.4 | H = 4 | I = -2

#5 C[C@]12CC[C@H](O)C[C@H]1CC[C@@H]1[C@@H]2CC[C@]2(C)C(=O)CC[C@@H]12
  A = -2 | B = -3 | C = 7 | D = -4 | E = nt | F = 0.7 | G = -4.6 | H = 11 | I = -1

#6 Cc1ccc(/C=C/C(=O)NCCCn2ccnc2)cc1
  A = 5 | B = -8 | C = 2 | D = -10 | E = -0.5 | F = nt | G = -3.0 | H = 1 | I = -6

#7 CCCNC(=O)c1cc(-c2ccc(Br)cc2)on1
  A = 1 | B = -2 | C = 3 | D = 0 | E = -3.1 | F = 1.2 | G = -2.0 | H = -6 | I = 2

#8 CCn1cc(C(=O)NC(=S)Nc2ccccc2Br)cn1
  A = 9 | B = -3 | C = -8 | D = -2 | E = 2.7 | F = 3.3 | G = -4.6 | H = 7 | I = 0

#9 COC1=CC(=O)OC(C)(c2ccccc2)C1 (stereo not given)
  A = 1 | B = 2 | C = nt | D = -4 | E = nt | F = -2.0 | G = -2.3 | H = 5 | I = -3

#10 COc1ccc(C(C(=O)NC2CCCCC2)N(Cc2cccnc2)C(=O)c2snc(C(N)=O)c2N)cc1 (stereo not given)
  A = 14 | B = 3 | C = 0 | D = 6 | E = -2.9 | F = -5.2 | G = 3.5 | H = 7 | I = 12

#11 O=C(CSc1nc2ccsc2c(=O)n1CC1CCC(C(=O)O)CC1)c1ccc(Cl)cc1 (stereo not given)
  A = -3 | B = 7 | C = -5 | D = -2 | E = 0.0 | F = nt | G = -8.2 | H = -1 | I = -6

#12 CCCCOc1ccc(-c2nc(=S)[nH][nH]2)cc1
  A = 7 | B = 3 | C = 3 | D = 0 | E = -0.4 | F = -3.1 | G = -2.1 | H = 5 | I = 4

#13 CCOC(=O)C1=C(c2ccccc2)N(C)C(=O)NC1c1ccc(O)c(OC)c1 (stereo not given)
  A = 13 | B = 3 | C = 2 | D = -11 | E = -3.5 | F = 0.2 | G = -1.4 | H = -10 | I = 3

#14 CC1CCN(S(=O)(=O)c2ccc(S(=O)(=O)N3CCC4(CC3)OCCO4)cc2)CC1
  A = 3 | B = 2 | C = -4 | D = -3 | E = -2.1 | F = nt | G = -16 | H = 5 | I = 2

#15 Cc1nn(CC(=O)NCc2ccccc2)c(C)c1[N+](=O)[O-]
  A = -9 | B = 1 | C = -2 | D = -3 | E = 0.9 | F = 0.9 | G = -2.8 | H = 0 | I = -1

#16 Clc1cccc(-c2nc3ccc(Br)cn3c2Cc2ccccc2)c1
  A = nt | B = -1 | C = nt | D = 1 | E = nt | F = -1.3 | G = 0.0 | H = nt | I = 9

#17 O=C(CNC(=O)c1ccccc1Br)Nc1cccc(S(=O)(=O)Nc2ccccc2Cl)c1
  A = -2 | B = 8 | C = nt | D = -6 | E = nt | F = -1.1 | G = 1.1 | H = -1 | I = 0

#18 Nn1c(COc2ccc(Cl)cc2)nc2ccccc2c1=O
  A = 4 | B = 10 | C = 5 | D = -2 | E = nt | F = -0.5 | G = -1.0 | H = 8 | I = 2

#19 Cc1nc2c(=O)n(C)c(=O)nc-2n(C)n1
  A = 1 | B = 25* | C = -114 | D = 6 | E = 3.5 | F = nt | G = 3.4 | H = -27 | I = -12

#20 C=CCNC(=O)c1snnc1-c1ccccc1
  A = 8 | B = -5 | C = 6 | D = -7 | E = 0.5 | F = 0.1 | G = -2.1 | H = 6 | I = -3

#21 COc1cc(OC)cc(-c2sc3ccc(OC)cc3c2-c2ccc(O)cc2)c1
  A = 10 | B = 0 | C = -14 | D = -13 | E = -2.3 | F = -0.9 | G = -3.7 | H = 1 | I = 6

#22 COc1ccccc1N1CCN(CCN2C(=O)CC3(CCCC3)CC2=O)CC1
  A = -5 | B = -2 | C = -4 | D = -3 | E = -0.3 | F = 0.1 | G = -2.3 | H = 2 | I = -3

#23 CC(=O)c1sc(NC(=O)C2CC(=O)N(Cc3ccccc3)C2)nc1-c1ccccc1 (stereo not given)
  A = 11 | B = -2 | C = -2 | D = ? | E = 1.0 | F = nt | G = -3.6 | H = -7 | I = -1

#24 COc1cc(C2CC(=O)Oc3c(C(CCN4CCOCC4)c4ccc(N(C)C)cc4)c(OC)cc(OC)c32)cc(OC)c1OC (stereo not given)
  A = 11 | B = 0 | C = 9 | D = -2 | E = -0.5 | F = -1.4 | G = -0.5 | H = 5 | I = 5

#25 COc1ccc(S(=O)(=O)N(CC(=O)N2CCOCC2)Cc2ccccc2)cc1
  A = -3 | B = -4 | C = -4 | D = -17 | E = -0.8 | F = -0.6 | G = -5.6 | H = -1 | I = 0

#26 COc1ccc(S(=O)(=O)N2CCC(C(=O)N[C@@H](C)C(=O)NCc3ccc(F)cc3)CC2)cc1
  A = -11 | B = -3 | C = -1 | D = 5 | E = -0.3 | F = 0.4 | G = -5.0 | H = -3 | I = -6

#27 Cc1ccccc1CN1CCN(Cc2cc(=O)c3ccccc3[nH]2)CC1CCO (stereo not given)
  A = 1 | B = -3 | C = -5 | D = 29 | E = 4.6 | F = 1.5 | G = 0.4 | H = 3 | I = 1

#28 O=C(NNC(=S)NC(=O)c1ccc(F)cc1)c1cccnc1
  A = 24 | B = -4 | C = 3 | D = -19 | E = -2.6 | F = -0.4 | G = -0.4 | H = 5 | I = -1

#29 Cc1cccc(C(C)C)c1NC(=O)c1ccc(COc2ccc3c(C)cc(=O)oc3c2)cc1
  A = -1 | B = -2 | C = -39 | D = -1 | E = -1.5 | F = nt | G = 2.9 | H = -27 | I = 7

#30 CCOC(=O)C1CCN(C(=O)c2cc(S(=O)(=O)N3CCCCC3)ccc2C)CC1
  A = 4 | B = 10 | C = -8 | D = -3 | E = 3.5 | F = 1.2 | G = 0.4 | H = -15 | I = 6

#31 CCCc1cc(=O)oc2cc(OCc3ccc(C(=O)O)o3)ccc12
  A = 13 | B = -2 | C = 4 | D = ? | E = 1.1 | F = 0.6 | G = -1.8 | H = 0 | I = 36*

#32 Cc1ccc(-n2nc3c(c2NC(=O)c2ccco2)CS(=O)(=O)C3)c(C)c1
  A = 4 | B = 6 | C = 1 | D = 4 | E = -2.9 | F = 2.4 | G = -1.3 | H = 3 | I = 2

#33 COc1ccc(C2C(Oc3ccccc3)C(=O)N2c2cc(C)ccc2C)cc1OC (stereo not given)
  A = -3 | B = 2 | C = 0 | D = -3 | E = -0.8 | F = 15 | G = -4.7 | H = 4 | I = 2

#34 CCOc1ccc(-c2cn(-c3ccccc3OC)c(=S)[nH]2)cc1
  A = -3 | B = 6 | C = -8 | D = -4 | E = 0.7 | F = 0.3 | G = -2.7 | H = -8 | I = 0

#35 COc1ccccc1NS(=O)(=O)c1cccc(N2CC(O)=C(c3ccccc3)C2=N)c1
  A = 2 | B = 8 | C = -13 | D = -6 | E = -1.2 | F = nt | G = -0.3 | H = -6 | I = -2

#36 NS(=O)(=O)c1cc(C(=O)O)cc(N2CCCC2)c1Oc1ccccc1
  A = 0 | B = 6 | C = -10 | D = -20 | E = 1.7 | F = -0.5 | G = -1.0 | H = 3 | I = 25

#37 COc1ccc(C(=O)N2CCN(c3ncnc4c(-c5ccccc5)nsc34)CC2)cc1
  A = 0 | B = 2 | C = nt | D = 17 | E = nt | F = -2.5 | G = 0.2 | H = 4 | I = -3

#38 Cc1cc(C(=O)OCC(=O)NC(C)c2ccccc2)c(C)o1 (stereo not given)
  A = -9 | B = 3 | C = 0 | D = -3 | E = -2.8 | F = nt | G = -4.0 | H = 0 | I = -1

#39 CCOc1ccc(S(=O)(=O)N2CCC(C(=O)N3CCN(c4ccccc4)CC3)CC2)cc1
  A = 7 | B = 0 | C = 1 | D = 2 | E = 0.2 | F = 0.0 | G = -0.8 | H = 0 | I = 3

#40 Cc1cccc(OCCn2c(=O)sc3ccccc32)c1
  A = 10 | B = -4 | C = 3 | D = -2 | E = 4.1 | F = 0.2 | G = -0.2 | H = 2 | I = 1

#41 Cc1nnc(Sc2cc(NCCCO)c([N+](=O)[O-])c3nonc23)s1
  A = 1 | B = -18 | C = nt | D = -4 | E = nt | F = nt | G = -1.9 | H = -11 | I = -9

#42 CN(c1ccccc1)S(=O)(=O)c1cccc(C(=O)NCC(c2cccs2)N2CCOCC2)c1 (stereo not given)
  A = 9 | B = 0 | C = nt | D = -4 | E = nt | F = -0.3 | G = -0.4 | H = -2 | I = 1

#43 Cc1ccc2cc(CCNC(=O)CC(C)(C)C)c(=O)[nH]c2c1C
  A = 9 | B = 1 | C = -6 | D = -12 | E = 3.6 | F = 0.0 | G = -1.3 | H = 0 | I = 2

#44 CC12CCC(C(=O)N(c3ccccn3)c3ccccn3)(OC1=O)C2(C)C (stereo not given)
  A = 6 | B = -2 | C = 7 | D = -6 | E = 0.1 | F = -2.2 | G = 0.0 | H = 26 | I = -1

#45 O=C(Nc1cccc2ccccc12)c1ccccc1
  A = 3 | B = -7 | C = -6 | D = ? | E = 1.2 | F = -0.5 | G = -0.4 | H = 1 | I = 1

#46 Nc1ccc(NC(=O)NC2CCCCC2)cc1[N+](=O)[O-]
  A = -1 | B = -41 | C = 3 | D = -3 | E = -0.2 | F = -1.3 | G = ? | H = -5 | I = -8

#47 O=C(O)c1ccc2c(c1)[C@@H]1C=CC[C@@H]1[C@H](c1ccccn1)N2
  A = 4 | B = 15 | C = 28 | D = -8 | E = 1.1 | F = -1.4 | G = 19* | H = 1 | I = 3

#48 CCOC(=O)c1ccc(-n2c(CCC(=O)O)ccc2-c2ccc(F)cc2)cc1
  A = -13 | B = 9 | C = -7 | D = 7 | E = 2.3 | F = 1.7 | G = -0.7 | H = -3 | I = -3

#49 Nc1nnc(SCC(=O)NNC(=O)c2ccc(F)cc2)s1
  A = -2 | B = 0 | C = -10 | D = -6 | E = 0.1 | F = -1.4 | G = -2.2 | H = 7 | I = 3
